# Bioassay records from PubChem BioAssay.
# EPAC2 agonist = activates human EPAC2 exchange factor; Potency, µM (titrated, usually from 154 µM), inactives show at the top dose activation, most hits filed as activators; EPAC2 activation, biochemical qHTS; response scale: 100% = 6.5 mM cAMP response; AID 720711; Q8WZA2; 360,000 compounds, 0.079% hits; also: potency is read from the fitted curve at half-maximal effect; nearly all actives have a fitted effect of over 50% in size
# Target sequence (Q8WZA2 whole entry, looked up): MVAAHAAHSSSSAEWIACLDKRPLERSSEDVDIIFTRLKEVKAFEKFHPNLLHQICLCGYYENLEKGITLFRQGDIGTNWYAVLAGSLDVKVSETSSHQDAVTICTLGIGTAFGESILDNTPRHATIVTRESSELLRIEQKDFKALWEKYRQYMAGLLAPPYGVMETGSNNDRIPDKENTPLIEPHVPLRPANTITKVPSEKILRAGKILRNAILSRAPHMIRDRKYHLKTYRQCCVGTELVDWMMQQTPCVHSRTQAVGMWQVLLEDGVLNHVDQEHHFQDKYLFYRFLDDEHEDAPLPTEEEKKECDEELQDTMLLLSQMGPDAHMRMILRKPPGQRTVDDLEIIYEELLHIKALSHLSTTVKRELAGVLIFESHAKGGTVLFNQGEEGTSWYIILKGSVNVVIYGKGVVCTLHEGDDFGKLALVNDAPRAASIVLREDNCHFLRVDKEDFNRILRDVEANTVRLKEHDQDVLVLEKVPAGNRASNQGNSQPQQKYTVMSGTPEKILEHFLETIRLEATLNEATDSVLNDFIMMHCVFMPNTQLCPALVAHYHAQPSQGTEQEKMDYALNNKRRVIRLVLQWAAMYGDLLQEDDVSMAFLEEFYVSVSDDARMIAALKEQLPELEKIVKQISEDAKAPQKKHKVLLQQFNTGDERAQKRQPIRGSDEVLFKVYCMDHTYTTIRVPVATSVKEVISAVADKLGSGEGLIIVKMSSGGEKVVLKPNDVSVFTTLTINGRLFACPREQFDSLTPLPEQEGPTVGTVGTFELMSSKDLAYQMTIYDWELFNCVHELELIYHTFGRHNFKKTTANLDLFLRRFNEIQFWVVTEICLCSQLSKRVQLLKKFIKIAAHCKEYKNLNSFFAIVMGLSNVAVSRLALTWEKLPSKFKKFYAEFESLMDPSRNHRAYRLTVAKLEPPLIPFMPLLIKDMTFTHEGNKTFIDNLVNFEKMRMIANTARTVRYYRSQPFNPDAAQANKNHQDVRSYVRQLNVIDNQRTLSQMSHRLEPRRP
#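 qHTS, titration series. 100 nM EPAC2 / 250 nM Rap1B-BODIPY-GDP / 50 uM GDP; RT; ex 480/em 540 nm, 5-min reads to 30 min. Norm. to 6.5 mM cAMP = activation.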
# Nrf2 ARE act = Nrf2 pathway activation; AREc32 ARE-luciferase reporter (MCF7-derived line), luminescence, 24 h; Potency, µM (titrated, usually from 46.1 µM), inactives show at the top dose activation, usual class: activators; 410,000 compounds, 0.31% hits; AID 624171; also: potency is read from the fitted curve at half-maximal effect; % of control where 0% means no effect; nearly all actives have a fitted effect of over 65% in size
#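 Reporter line AREc32 (ARE-Fluc), seeded overnight in OPTI-MEM with 5% FBS; compound pin-transferred, 24 hr at 37 deg C, 5% CO2; luminescent read-out.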
# A549 tox = kills or reduces viability of A549 cells in Nrf2 counter-screen | A549 ARE-Fluc cells, CellTiter-Fluor viability, 18-24 h | 390,000 compounds, 0.16% hits | AID 504648 | Potency, µM (titrated, usually from 46 µM), for the others: at the top dose activity change, negative = cytotoxicity, actives largely listed as inhibitors; also: potency is read from the fitted curve at half-maximal effect; % is scaled to controls: 0 for no effect and ±100 for the full control effect
#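 A549 ARE_Fluc cells in 5% FBS OPTI-MEM were exposed to compounds in concentration-response for 18-24 h at 37 deg C. Viability was read by CellTiter-Fluor fluorescence (Ex 405/Em 525) after 30 min, before the luciferase read.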
# TGFb inhibitor = inhibitors of TGF-b signaling | 410,000 compounds, 1.2% hits | Potency, µM (series often up to 46.1 µM), without a hit: top-dose activity, negative = inhibition, actives largely listed as inhibitors | AID 588855 | HepG2 CAGA-GFP TGF-b/SMAD3 reporter, GFP fluorescence, 18 h; TGF-beta stimulated, 500 pg/mL final; also: potency is read from the fitted curve at half-maximal effect; % is scaled to controls: 0 for no effect and ±100 for the full control effect; nearly all actives have a fitted effect of over 65% in size
#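 Inhibition of TGF-beta-driven CAGA-GFP reporter expression in HEPG2 cells is measured by cellular GFP fluorescence after 18 h stimulation with 500 pg/mL recombinant TGF-beta in 1% FBS medium at 37 degrees C.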
# Mm-Cpn inhibitor = blocks the Methanococcus maripaludis chaperonin Mm-Cpn. purified Mm-Cpn ATPase, ADP Transcreener TR-FRET. Potency, µM (doses to about 76.9 µM), for the others: at the top dose activity, negative = inhibition, hits mostly inhibitors. 330,000 compounds, 0.031% hits; also: potency is read from the fitted curve at half-maximal effect; % is scaled to controls: 0 for no effect and ±100 for the full control effect; nearly all actives have a fitted effect of over 80% in size
#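 Eu-cryptate anti-ADP/ADP-d2 competition gives a ratio inversely related to ADP. Enzyme at 25 nM was pre-exposed to compound for 10 min, then given 10 uM ATP for 30 min, 37°C throughout.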
# EPAC2 antag = EPAC2 (human) antagonism; Q8WZA2; EPAC2 GEF exchange of Rap1B-BODIPY-GDP, fluorescence; Potency, µM (top dose mostly 114 µM), without a hit: top-dose activity, negative = inhibition, usual class: inhibitors; 360,000 compounds, 0.18% hits; also: potency is read from the fitted curve at half-maximal effect; % is scaled to controls: 0 for no effect and ±100 for the full control effect; nearly all actives have a fitted effect of over 45% in size; many of its hits are not listed in these tables
# Akt phos inh = blocks phosphorylation of Akt | activity change, % for hits at 50 µM | Neuro2A IGF-stimulated pAkt S473 HTRF, 20 min; stronger effect = lower value | AID 651550 | 360,000 compounds, 0.32% hits; in the data active = activity change below about -80%; inconclusive = mostly about -51% to -80%; also: % is scaled to controls: 0 for no effect and ±100 for the full control effect
#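 Single-point screen (50 µM final compound) in Neuro2A cells stimulated 20 min with 6 nM IGF at 37 deg C. After lysis, Ser473-phosphorylated Akt read by HTRF (ex 330 nm, em 615/665 nm) as the 665/615 ratio.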
# Nrf2 block = blocks Nrf2 signaling. AID 504444. 360,000 compounds, 2.1% hits. A549 ARE-Fluc reporter, luciferase luminescence, 18-24 h. Potency, µM (top dose mostly 46 µM), without a hit: at the highest dose activity change, negative = inhibition, most hits filed as inhibitors; also: potency is read from the fitted curve at half-maximal effect; % is scaled to controls: 0 for no effect and ±100 for the full control effect; nearly all actives have a fitted effect of over 60% in size
#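 Reporter: ARE-Fluc in A549. Exposure: 18-24 h, 37 °C, 5% CO2, 5% FBS OPTI-MEM. Readouts: fluorescent cytotoxicity (CellTiter-Fluor), then luminescent Nrf2 signal after BugLite.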
# CCT modulator = modulators of cytosolic chaperonin (CCT/TRiC) activity; 360,000 compounds, 0.3% hits; activity change, % (concentration not given with the values), hits read low; purified chaperonin ATPase assay, HTRF ADP detection, 30 min; in the data active = activity change below about -30%; also: % is scaled to controls: 0 for no effect and ±100 for the full control effect
#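 TRiC (40 or 20 nM final, by batch activity) in 30 mM Tris pH 7.4, 100 mM KCl, 5 mM MgCl2, 1 mM DTT was treated with compound at 76 uM single dose, then 10 uM ATP, 30 min at 37 °C. ADP was read by HTRF Transcreener.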
# Numbers without * were called inactive; i = inactive; ? = inconclusive; . = no result given; & = joins results of further samples; [ ] = remark or other dose. Unless noted, calls follow the shape of the dose curve; as a rule, active = well fitted curve in the direction sought with a large enough effect; inconclusive = small, poorly fitted or top-dose-only effect, or another doubt; inactive = no such curve, though single readings can be large; an effect the other way counts as inactive or inconclusive.
SMILES,EPAC2 agonist,Nrf2 ARE act,A549 tox,TGFb inhibitor,Mm-Cpn inhibitor,EPAC2 antag,Akt phos inh,Nrf2 block,CCT modulator
Cc1nn(-c2ccccc2)c2c1N(CC(=O)N1CCN(c3cccc(Cl)c3)CC1)C(=O)CS2,.,-1.0%,0%,-15%,.,.,.,?,.
O=C(NNC(=O)c1ccccc1Cl)c1cc2cc(OC(F)(F)F)ccc2[nH]1,-2%,-1.0%,2%,-14%,0%,8%,i,-10%,-3.8
CCOc1ccc(CCNS(=O)(=O)c2cc3c(cc2C)NC(=O)CO3)cc1OCC,0%,-0.9%,-3%,4%,-2%,0%,i,-1%,-0.4
Cc1ccc(-c2cc(C(F)F)nc(N3CCOCC3)n2)cc1,7%,1.2%,10%,1%,0%,-20%,i,-12%,2.0
Cc1ccnc(NC(NC(=O)C(C)C)(C(F)(F)F)C(F)(F)F)c1,9%,4.2%,-6%,2%,0%,-1%,i,-15%,-0.9
CSc1ccc(C(=O)N2CCC(CCC(=O)NCc3ccc(F)cc3)CC2)cc1,0%,0.1%,2%,0%,-1%,4%,i,10%,-3.5
CCOc1ccc(NC(=S)NC(=O)/C=C/c2ccc(OC)cc2)c([N+](=O)[O-])c1,1%,0.3%,-1%,?,-8%,7%,i,12%,-1.3
COC(=O)C1=C(C(=O)c2ccc(C)cc2)C(c2ccccc2)n2nnnc2N1 (stereo not given),5%,2.2%,-26%,0%,1%,-10%[57.1 µM],i,2%,2.1
COc1ccc2cnn(-c3ccccc3)c(=O)c2c1OC,-4%,0.3%,-12%,10%,1%,-5%,i,1%,0.3
Nc1nc2cc3ccccc3cc2[nH]c1=O,4%,6.2%,0%,-17%,-3%,9%,i,0%,-0.8
O=C(Cn1c(=O)c2cccn2c2ccccc21)NCCc1ccccc1,1%,7.5%&6.0%,20%&-9%,-3%&-2%,-3%,-19%,.,?,0.8
COc1cccc(CN(C(=O)COc2ccccc2[N+](=O)[O-])C2CCS(=O)(=O)C2)c1 (stereo not given),5%,3.8%,-2%,-3%,1%,-2%,i,?,2.8
Cc1ccc2oc(=O)c3cnn(CC(=O)NCCc4ccsc4)c3c2c1,-7%,-0.8%,-9%,11%,2%,2%,i,-14%,-1.1
CCOC(=O)[C@]12CCCC=C1N(Cc1ccco1)C(=O)[C@H](CC(=O)N1CCCCC1)C2,5%,-0.4%,.,.,.,2%,i,.,0.6
OC(c1ccc(F)cc1)c1ncc(-c2ccccc2Cl)[nH]1 (stereo not given),3%,0.6%[9.22 µM],.,-6%,.,13%,i,.,-0.8
Cc1nc(CCNC(=O)C2CCC(=O)N(CCc3cccc(F)c3)C2)sc1C (stereo not given),6%,-0.6%,1%,6%,-1%,10%,i,-7%,-2.7
CC(C)c1nc(N2CCN(C(=O)c3ccco3)CC2)c(C#N)c2c1COC(C)(C)C2,15%,5.8%,-15%,4%,1%,-9%,i,?,-3.1
CCOC(=O)CN(c1ccccn1)S(=O)(=O)c1ccc(OC)cc1,4%,-0.5%[9.22 µM],6%,-1%,-1%,-2%,i,7%,1.3
CN(CC(=O)NC(c1ccccc1)c1ccccc1)Cc1nc2ccccc2c(=O)[nH]1,8%,1.8%,-1%,22%,-2%,-8%,i,13%,0.3
C=C1c2cc(CC)ccc2NC(=O)N1c1ccc(C)cc1,4%,10.0%,0%,-8%,0%,-3%,i,27%,1.8
O=C(c1cccs1)N1C[C@H](n2cc(-c3ccc(F)cc3)nn2)[C@@H](O)C[C@@H]1c1ccc(Cl)cc1,7%,-0.4%,.,?,.,-10%,i,.,-2.1
NS(=O)(=O)c1ccc(CNC(=O)Cn2nc(C(F)F)cc2C(F)F)cc1,1%,-0.6%,1%,5%,-2%,-1%,i,0%,2.4
CCc1ccccc1-n1cnc2cc(C(=O)O)ccc21,6%,-0.2%,-1%,6%,2%,-1%,i,.,-1.1
CCOc1ccc(N2C(=O)CC(Cc3ccc(Br)cc3)C2=O)cc1 (stereo not given),3%,0.4%,0%,4%,1%,5%,i,-16%,3.2
COc1cc(OC)cc(-c2cc3nc(C)c(CCC(=O)NCCc4cccc(C)c4)c(C)n3n2)c1,.,-2.7%,-6%,0%,.,.,.,10µM*,.
CCCCCn1c(=O)[nH]c2cc(C(=O)NCc3ccc4c(c3)OCO4)ccc2c1=O,-10%,-0.3%,3%,9%,-8%,4%,i,9%,-0.6
Cc1cccc(OCC(=O)N(Cc2ccc(C)o2)C2CCS(=O)(=O)C2)c1 (stereo not given),-1%,-0.3%,4%,-11%,2%,-11%,i,-5%,2.5
COc1ccc(S(=O)(=O)n2nc(OC(=O)c3c(-c4ccccc4Cl)noc3C)cc2N)cc1,4%,19%,3%,-8%,-3%,0%,i,-11%,-2.0
CCOCCc1nnc(NC(=O)c2cc(OC)c(OC)cc2[N+](=O)[O-])s1,-7%,-0.1%,-9%,-21%,0%,4%,i,-16%,-2.9
CN(C)CCSc1nc2cc(S(=O)(=O)N3CCCCC3)ccc2o1,10%,5.3%,10%,-24%,1%,-3%,i,-6%,-0.5
CCc1ccc2ncc(C(=O)c3ccccc3)c(N3CCOCC3)c2c1,3%,-0.5%,-14%,-5%,0%,13%,i,-13%,-2.5
O=C1c2ccccc2C(Nc2ccccc2)N1Cc1ccc2c(c1)OCO2 (stereo not given),24%,2.5%,-1%,-7%,2%,-15%,i,?,-1.9
COc1ncccc1-c1nnn(-c2ccccc2Br)n1,13%,?,2%,-15%,.,?,i,29%,-1.4
CN(C)N1C(=O)CC(N2CCCC2)C1=O (stereo not given),-1%,0.3%,3%,-25%,5%,8%,i,9%,-3.2
COc1ccc(CCCNC(=O)C2Cc3c(-c4cccc(C(N)=O)c4)ccnc3O2)cc1 (stereo not given),0%,3.7%,.,-1%,.,-6%,i,.,0.5
CS(=O)(=O)Nc1cccc(NC(=O)C2Cc3c(-c4ccco4)ccnc3O2)c1 (stereo not given),8%,3.1%,.,-6%,.,0%,i,.,-0.3
CCCNS(=O)(=O)c1ccc(OCC(=O)N2CCN(c3ccccc3)CC2)cc1,12%,3.5%,1%,16%,1%,6%,i,-5%,-0.7
CC(=O)c1cccc(NS(=O)(=O)c2csc(C(N)=O)c2)c1,0%,-0.6%,0%,4%,-1%,10%,i,-10%,-0.9
COc1ccccc1Oc1nc([N+](=O)[O-])nn1CC(N)=O,-2%,0.0%,-1%,5%,0%,12%,i,-6%,-1.2
CCCC(O)(CCC)C(=O)NNc1ccccc1,0%,-0.6%,-1%,9%,-4%,0%,i,.,0.5
O=C(Nc1ccccc1)/C(=C\c1ccncc1)NC(=O)c1ccccc1,5%,-0.4%,1%,-8%,2%,0%,i,-1%,-2.3
COC(=O)c1cc(C)ccc1/C=C1/Cc2c(C)cc(C)cc2C1=O,3%,1.0%,-2%,-21%,.,1%,i,6%,-0.7
O=C(Nc1ncc2c(n1)CC(c1ccccc1)CC2=O)c1ccco1 (stereo not given),10%,14%,2%,-2%,-2%,2%,i,10%,0.6
Cc1oc(-c2ccccc2F)nc1CN1CCC(C(=O)NCCc2ccc(Cl)cc2)CC1,.,0.2%,-9%,-29%,.,.,.,-1%,.
Cc1ccc(Cn2nc(C)c(NC(=O)CSc3n[nH]c(C)c3[N+](=O)[O-])c2C)cc1,-2%,-0.9%,0%,-30%,-2%,-1%,i,-4%,-3.5

# Entries from the list above that contain an aryl thioether with sulfur outside any ring:
SMILES,EPAC2 agonist,Nrf2 ARE act,A549 tox,TGFb inhibitor,Mm-Cpn inhibitor,EPAC2 antag,Akt phos inh,Nrf2 block,CCT modulator
CSc1ccc(C(=O)N2CCC(CCC(=O)NCc3ccc(F)cc3)CC2)cc1,0%,0.1%,2%,0%,-1%,4%,i,10%,-3.5
CN(C)CCSc1nc2cc(S(=O)(=O)N3CCCCC3)ccc2o1,10%,5.3%,10%,-24%,1%,-3%,i,-6%,-0.5
Cc1ccc(Cn2nc(C)c(NC(=O)CSc3n[nH]c(C)c3[N+](=O)[O-])c2C)cc1,-2%,-0.9%,0%,-30%,-2%,-1%,i,-4%,-3.5

# Other entries follow:
SMILES,EPAC2 agonist,Nrf2 ARE act,A549 tox,TGFb inhibitor,Mm-Cpn inhibitor,EPAC2 antag,Akt phos inh,Nrf2 block,CCT modulator
CCOc1ccc2cc(C#N)c(SCC(=O)N3CCOCC3)nc2c1,8%,3.5%,-4%,-16%,-30%,-2%,i,?,-1.5
CCCn1c(SCC(=O)NCc2ccco2)nc2c1c(=O)n(C)c(=O)n2C,4%,0.4%,8%,?,1%,-1%[57.1 µM],i,16%,-0.1
O=C(Nc1ccc2c(c1)OCO2)C1CC(=O)N(c2ccc(F)cc2)C1 (stereo not given),7%,0.3%,-3%,?,1%,9%,i,1%,1.3
Cc1c(NC(=O)C(C)OC(=O)c2cccs2)c(=O)n(-c2ccccc2)n1C (stereo not given),1%,0.5%,1%,4%,-12%,-1%,i,8%,-0.1
CCOc1ccc(Br)cc1S(=O)(=O)Nc1ccc(C(=O)Nc2ccccc2OC)cc1,9%,0.1%,-13%,2%,-12%,-8%,i,-28%,-2.6
CCOC(=O)c1c(C)oc2nc(C)nc(NCCCN3CCN(c4cc(Cl)ccc4C)CC3)c12,.,-1.4%,7%,?,.,.,.,?,.
O=C(C1CCCN(Cc2ccc(F)cc2)C1)N1CCCCC1 (stereo not given),13%,-1.0%,10%,-7%,0%,13%,i,4%,-2.0
c1nc(NC2CCCC2)c2[nH]cnc2n1,3%,-0.4%,-2%,-1%&20%,1%,-12%,i,-12%,0.7

# The list is partial. The share of hits here may be higher or lower than overall.
